# HTRA1 inhibitor: HTRA1 serine protease inhibitors, primary screen, biochemical, fluorescence polarization, HTS | actives 0.5% (n = 340,000) | recombinant HTRA1, FP-rhodamine activity-based probe | Q92743 | inhibition, % at 5.96 µM; in the data active = inhibition above about 36%;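 also: 0% = enzyme with DMSO and 100% = wells lacking enzyme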
# SIAE primary: human SIAE inhibitors, primary screen, biochemical, fluorescence polarization, FP-Rh probe, 1536-well HTS | Sialate O-acetylesterase (Homo sapiens), Q9HAT2 | SIAE FP-Rh probe binding | inhibition, % at 9.66 µM | actives 0.69% (n = 370,000);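 active = inhibition above a cutoff: mean of compounds within the control limits plus 3 SD of those, cut at about 17% in these data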;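 also: 0% = plate median of compound wells and 100% = probe without SIAE protein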
# Target sequence (Q9HAT2 whole entry, looked up): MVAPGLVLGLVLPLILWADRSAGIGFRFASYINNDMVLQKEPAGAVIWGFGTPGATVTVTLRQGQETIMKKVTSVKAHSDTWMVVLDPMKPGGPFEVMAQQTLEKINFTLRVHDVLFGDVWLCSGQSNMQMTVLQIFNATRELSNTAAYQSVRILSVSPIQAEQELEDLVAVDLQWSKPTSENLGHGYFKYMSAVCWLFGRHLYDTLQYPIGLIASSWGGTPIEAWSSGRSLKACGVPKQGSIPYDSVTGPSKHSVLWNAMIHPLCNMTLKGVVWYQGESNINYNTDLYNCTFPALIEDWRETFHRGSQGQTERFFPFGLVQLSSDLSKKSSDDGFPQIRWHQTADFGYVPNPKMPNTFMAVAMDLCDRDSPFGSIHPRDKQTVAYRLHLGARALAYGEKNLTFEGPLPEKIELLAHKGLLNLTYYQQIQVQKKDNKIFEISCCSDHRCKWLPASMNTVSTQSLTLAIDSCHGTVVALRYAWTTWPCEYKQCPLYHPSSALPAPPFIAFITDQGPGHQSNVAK
# LEDGF integ inh: blockers of LEDGF/p75-dependent integrase strand transfer – biochemical, TR-FRET, high throughput, primary screen. HIV-1 integrase (with human LEDGF/p75). TR-FRET IN-LEDGF/p75 DNA integration, Eu/Cy5. inhibition, % at 3.7 µM. actives 0.64% (n = 370,000);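 active = inhibition above the screen-wide mean plus 3 SD, cut at about 13% in these data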;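 also: signal is the Cy5 over europium emission ratio at 671 and 618 nm; 0% = plate median of compound wells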
# rCAG RNA binder: binders of r(CAG) RNA repeats, primary screen, biochemical, fluorescence; inhibition, % at 3 µM; r(CAG) RNA repeat, TO-PRO-1 dye displacement fluorescence; actives 1.3% (n = 370,000);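 active = inhibition above the plate cutoff, the mean of all test compounds on that plate plus 3 SD, cut at about 35% in these data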;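 also: 0% = DMSO alone and 100% = 100 µM mitoxantrone as full dye displacement; higher means more dye released from RNA so lower well fluorescence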
# PG9 Ab binder: binders of HIV-1 gp120 antibody PG9, primary screen, biochemical, TR-FRET. HIV-1 gp120 / PG9 antibody interaction. TR-FRET gp120-PG9 antibody binding. inhibition, % at 6.7 µM. actives 0.43% (n = 360,000). AID 624416, 2012; in the data active = inhibition above about 8.5%
# Rev-erbA mod: modulators of Rev-erb alpha DNA binding, primary screen, biochemical, FITC-DNA, fluorescence polarization, uHTS | Nuclear receptor subfamily 1 group D member 1 (Homo sapiens), P20393 | Rev-erbα–FITC-DNA binding, 90 min | activity, % at 10 µM | actives 0.79% (n = 370,000) | AID 1259318, 2017;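 active = activity above about 14%, limit read from the data; passing the limit was not always enough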;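 also: 0% = DMSO wells with 35 nM protein and 100% = DMSO wells with 750 nM protein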
# mABHD4 FP: ABHD4 inhibitors, primary screen, biochemical, fluorescence polarization, mouse. purified mABHD4, FP-Rh probe fluorescence polarization. (Lyso)-N-acylphosphatidylethanolamine lipase (Mus musculus), Q8VD66. AID 720543, 2013. inhibition, % at 8.92 µM. actives 0.54% (n = 370,000);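 active = inhibition exceeding the mean over every tested compound plus 3 SD, cut at about 30% in these data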;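 also: 0% = plate median of compound wells and 100% = S159A mutant with DMSO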
#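 Test system: mABHD4 protein; Read-out basis: % inhibition; Incubation: 45 min + 60 min at 25 °C; Repeats: single replicate; Technique: fluorescence polarization with parallel and perpendicular emission, 525/598 nm; Compound: 8.92 µM, single dose; Benchmarks: full inhibition S159A mutant plus DMSO, zero as sample-well median.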
# TDP2 absorb: human TDP2 enzyme inhibitors, primary screen, biochemical, epi absorbance, recombinant enzyme; AID 720702, 2013; inhibition, % at 12.8 µM; actives 0.34% (n = 370,000); T5PNP hydrolysis, p-nitrophenol absorbance 415 nm; Tyrosyl-DNA phosphodiesterase 2 (Homo sapiens), O95551;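 active = inhibition above the mean of all tested compounds plus 3 SD, set per campaign, cut at about 25% in these data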;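 also: 0% = DMSO with enzyme and 100% = buffer with substrate but no TDP2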
# Target sequence (O95551 whole entry, looked up): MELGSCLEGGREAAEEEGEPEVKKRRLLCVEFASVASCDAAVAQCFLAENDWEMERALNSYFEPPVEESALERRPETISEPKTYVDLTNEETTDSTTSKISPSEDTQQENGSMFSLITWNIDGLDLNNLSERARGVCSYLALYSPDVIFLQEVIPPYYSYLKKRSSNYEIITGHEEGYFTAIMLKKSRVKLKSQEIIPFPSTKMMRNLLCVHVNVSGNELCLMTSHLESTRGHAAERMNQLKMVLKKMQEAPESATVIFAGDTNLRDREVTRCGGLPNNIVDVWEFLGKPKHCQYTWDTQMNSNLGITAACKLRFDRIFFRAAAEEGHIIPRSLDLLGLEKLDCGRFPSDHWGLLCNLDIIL
#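 Assay system: Recombinant human TDP2 | Quantity: 120 nM TDP2 per well | Incubation: 2 h at 37 °C | Signal: Epi absorbance | Evaluation: Percent inhibition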
# PRMT1 inh: PRMT1 methyltransferase inhibitors, primary screen, biochemical, fluorescence polarization. recombinant PRMT1, activity-based probe fluorescence polarization. inhibition, % at 2.79 µM. actives 1.3% (n = 370,000). Protein arginine N-methyltransferase 1 (Homo sapiens), Q99873;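 active = inhibition above about 21% made by adding two undisclosed values, limit read from the data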
# TCR CD3 inh: inhibitors of human TCR-CD3 interaction, primary screen, biochemical, fluorescence, TAMRA-labeled TCR probe; AID 651800, 2012; actives 0.37% (n = 360,000); inhibition, % at 9.4 µM; in the data active = inhibition above about 19%;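 also: recombinant mutant TCR 2C K166C tagged with TAMRA read by polarization; 0% = receptor in buffer alone and 100% = receptor with positive control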
# * marks the source's active call; other numbers are inactive results; . = no result given; & = joins results of further samples. Some of the compounds tested; count on the stated rates, not on these rows.
SMILES,HTRA1 inhibitor,SIAE primary,LEDGF integ inh,rCAG RNA binder,PG9 Ab binder,Rev-erbA mod,mABHD4 FP,TDP2 absorb,PRMT1 inh,TCR CD3 inh
Cn1c2ccccc2c2ncn(CCC3=CCCCC3)c(=O)c21,-18,-2,1,-2,1.2,-4,0,-1,2,6
COc1ccc(COC(=O)CCNC(=O)c2ccc(Cl)cc2)cc1,2,-2,0,-4,-1.7,4,-6,1,-1,-4
NC1=NS(=O)(=O)Nc2ccccc21,.,-1,-2,.,.,-2,-2,3,-3,.
Cc1ccc(S(=O)(=O)N(C)CC(=O)Nc2ncccc2C)cc1,-3,0,-3,-4,0.3,2,7,-1,3,-1
O=C(Cn1nnc2ccccc21)OCC(=O)c1ccc(Cl)cc1,.,1,-4,4,-0.4,-1,9,7,2,-2
COC(=O)c1cc(-c2c(C)nn(-c3ccccc3)c2C)n[nH]1,7,-6,-3,-5,0.1,-1,-5,-12,0,9
Cc1cccc(-n2[nH]c(C)c(C=Nc3ccc4[nH]c(=O)[nH]c4c3)c2=O)c1,-8,7,-4,4,-2.1,4,-1,-10,-3,5
COC(=O)Cn1cnc2c(Cl)nc(F)nc21,12,6,1,-1,-1.7,-2,3,-5,5,-6
CCN(c1ccccc1)S(=O)(=O)c1cc2c(cc1C)n(C)c(=O)c(=O)n2C,2,0,5,2,0.7,14,0,3,-5,-2
Cc1ccc(C)c(NC(=O)C2CCCC2)c1,0,6,2,1,-2.2,1,-4,-6,3,0
COC1=Cc2c(ccc3ccc(=O)oc23)OC1(C)C,-3,3,-2,-2,0.3,3,-4,10,-1,-4
CN1C(=O)c2cc(NC(=O)Nc3ccccc3)ccc2OC[C@H]2O[C@@H](CC(=O)NCC(F)(F)F)CC[C@@H]21,.,3,7,1,.,10,17,9,0,.
O=C(Cn1c(=O)n(CCCCC(=O)NC2CCCC2)c(=O)c2ccccc21)NCCC1=CCCCC1,-9,-5,1,-2,-1.2,-3,6,-6,-1,8
COc1ccccc1C(CNC(=O)CN1C(=O)NC(C)(c2ccc3ccccc3c2)C1=O)N1CCCC1 (stereo not given),0,3,-2,2,0.9,4,2,-2,0,-6
COc1ccccc1N1C(=O)[C@@H]2C(C(=O)CN3C(=O)c4ccccc4C3=O)=NN[C@@H]2C1=O,.,5,-2,5,-0.8,3,1,-14,-4,2
COc1ccc2c(c1)c(=O)oc1cc3occ(C(C)(C)C)c3cc12,-6,-1,1,2,-0.4,0,1,-11,-1,3
Cc1cc(C(F)(F)F)nc(NNc2nc(C)cc(C(F)(F)F)n2)n1,0,-1,3,-3,1.9,-1,-6,-3,3,-4
CCOC(=O)c1cnn(-c2ccc(F)cc2)c1N,-1,10,3,-1,-4.3,-5,-3,-2,-2,0
Cc1nn2c(N3CCN(C4CCCC4)CC3)cc(C(C)(C)C)nc2c1-c1ccccc1,-1,-4,-1,3,0.7,2,0,-2,-4,4
Cc1cc(OCC(=O)OCC(=O)c2c(N)n(C)c(=O)n(C)c2=O)ccc1Cl,-17,-2,-4,5,-0.8,-2,-1,-6,2,-1
COc1ccc(NC2CCCN(C(=O)c3oc(C)cc3C)C2)cc1OC (stereo not given),2,7,1,-5,-5.9,2,5,-2,2,15
O=C(COc1ccccc1Cl)c1ccc[nH]1,9,0,2,3,-3.2,-15,4,3,4,8
CC(C)c1ccc(C(=O)NCCCN2CCN(CCCNC(=O)c3ccc(C(C)C)cc3)CC2)cc1,1,-5,-4,-8,-0.9,-6,8,-6,-2,15
O=S(=O)(NCc1ccccc1)c1ccc(S(=O)(=O)N(Cc2ccccn2)Cc2ccco2)cc1,3,-5,4,4,0.0,0,-11,-3,1,-4
Cn1c(C(=O)N2COCC2(C)C)cc2c(=O)n3ccccc3nc21,5,-2,-5,-6,2.7,-3,1,7,-3,4

# Remaining list, next part:
SMILES,HTRA1 inhibitor,SIAE primary,LEDGF integ inh,rCAG RNA binder,PG9 Ab binder,Rev-erbA mod,mABHD4 FP,TDP2 absorb,PRMT1 inh,TCR CD3 inh
O=C1NC[C@H](Cc2ccccc2)N(C[C@H]2CCCN2C[C@H](Cc2ccc(O)cc2)N2C[C@H](Cc3ccc(O)cc3)N(CC3CCCCCC3)C(=O)C2=O)C1=O,-32,3,4,8,0.4,-4,11,3,0,-2
O=C(CSC1=NS(=O)(=O)c2ccccc2N1)Nc1cccc(F)c1,3,-1,3,17,1.4,9,-7,-6,8,-2
CCCCN(CCCC)Cc1cc(=O)oc2cc(C)c(Cl)cc12,.,3,-4,6,-2.1,3,9,2,2,-4
Cc1nc(C#N)c(N/N=C/c2cccc(Cl)c2)o1,2,5,1,5,-0.3,-5,9,4,2,-9
CNc1nc(OCC(F)(F)F)nc(OCC(F)(F)F)n1,5,-3,-1,-1,1.0,6,5,1,-2,-5
O=C(Nc1ccccc1)c1ccc2ccccc2n1,-13,0,-2,1,1.7,-2,-2,3,6,-4
CC1(C2CC2)NC(=O)N(CC(=O)Nc2ccc(C(F)(F)F)cc2)C1=O (stereo not given),-1,2,-1,2,-1.2,1,0,5,-2,2
Cc1cccc(NC(=O)c2cc3n(n2)C(C(F)(F)F)CC(c2ccc4c(c2)OCO4)N3)c1 (stereo not given),-50,-5,-3,7,0.4,2,-15,-7,0,2
COc1ccc(-c2cccc(C3CC=CC4C3C(=O)N(Cc3ccccc3)C4c3ccc4ccccc4c3)c2)cc1 (stereo not given),-30,-3,1,11,3.0,-1,-15,-15,-3,-11
Cc1cccc(NC(=S)N2CCC(C(=O)c3ccc(F)cc3)CC2)c1C,-9,2,0,-3,-1.1,-5,2,7,0,12
Cn1c(CNC(=O)C(Cc2ccccc2)NC(=O)c2ccccc2)cc(=O)n(C)c1=O (stereo not given),8,-1,-1,-1,-0.9,3,1,7,2,-5
COc1cc(C(=O)N/C(=C\c2cn(C)c3ccccc23)C(=O)N2CCN(C)CC2)cc(OC)c1OC,-2,5,1,-6,-3.0,2,-1,14,-9,3
CC1(C)C2([N+](=O)[O-])CN3CC1([N+](=O)[O-])CN(C2)C3C(O)C(O)C(O)CO (stereo not given),4,2,3,0,-0.6,3,-4,-15,-3,-4
O=S(=O)(Cc1ccccc1)CS(=O)(=O)Cc1ccccc1,1,-5,-7,2,-0.1,1,-4,-1,6,-7
CC(C)(C)c1ccc(C(=O)O)c(C(=O)c2ccccc2)c1,-3,-8,-1,8,-1.4,0,-3,3,-3,5
O=C(Cn1c(=O)oc2ccccc21)Nc1ccc(Cl)cc1Cl,-10,-7,3,0,-3.0,-1,-5,-8,-6,0
O=C(O)c1cc(-c2ccccc2)n(-c2ccccc2)n1,3,4,4,1,3.0,-2,4,-3,2,4
CCCC(=O)N(c1ccc2oc(=O)sc2c1)S(=O)(=O)c1ccccc1,17,-50,2,12,0.0,-4,4,6,50*,-3
COc1ccc(Cn2ccnc2CO)cc1[N+](=O)[O-],0,19*,4,2,-1.6,10,-2,-5,-6,4
Cc1cc(NS(=O)(=O)c2ccc(NC(=S)NCc3ccccc3)cc2)no1,-4,2,2,16,-3.6,-4,-3,4,-1,2
CCOc1cc(C(=O)NCC(C)(C)CNC(=O)c2cc(OCC)c(OCC)c(OCC)c2)cc(OCC)c1OCC,.,-5,0,-2,-1.4,0,36*,-25,-5,-4
CCO[C@@H]1OC(C(=O)NCc2ccccc2)=C[C@H](c2ccc3c(c2)OCO3)[C@H]1CCCO,-4,6,3,-4,-0.6,0,-5,-10,0,1
N#CCC(=O)c1ccccc1Oc1ccc(Cl)cc1,-26,-6,2,32,0.3,-2,-21,15,-1,5
O=C1CN(C(=O)COC(=O)c2ccccc2O)c2ccccc2N1,-6,-3,2,-1,-1.3,5,-6,-3,-3,4
CSc1ncccc1C(=O)OCC(=O)c1ccc(Cl)s1,-6,1,2,0,-1.9,2,-1,-3,-5,-7

# (list continues)
SMILES,HTRA1 inhibitor,SIAE primary,LEDGF integ inh,rCAG RNA binder,PG9 Ab binder,Rev-erbA mod,mABHD4 FP,TDP2 absorb,PRMT1 inh,TCR CD3 inh
Cc1noc2ncnc(Sc3ccc(Cl)cc3)c12,-7,0,0,0,-3.6,-3,2,-1,3,-3
C=CCOC(=O)C1=C(C)NC(SCC(=O)N(CC)CC)=C(C#N)C1c1ccco1 (stereo not given),10&-8,3&-2,2&1,0&-3,-3.2&-2.1,-1&-4,-4&-1,1&16,2&5,0&6
O=C(COC(=O)CNC(=O)c1ccc(Cl)cc1)Nc1ncc(C(F)(F)F)cc1Cl,6,0,-1,0,1.6,9,-4,2,3,-13
COc1ccc([C@H]2CC(=O)C=C(/C=C/c3ccc(Cl)cc3)C2)cc1,-11,-3,-1,1,-1.9,1,1,-3,-2,3
Cc1ccc(CN2CCN(Cc3ccc4cccc(F)c4n3)CC2CCO)cc1 (stereo not given),1,2,1,-9,-1.1,1,1,0,0,3
CNC(=S)N1CCn2cccc2C1c1ccc(F)cc1 (stereo not given),-2,4,0,1,-1.0,-5,4,-2,4,-1
COC(=O)C1=C(CSc2nnnn2C)NC(=O)NC1c1cc(C)ccc1C (stereo not given),-2,-4,1,-5,-1.1,-4,3,-14,0,-4
CCOC(=O)N1CCN(C(=O)CSCc2ccccc2Cl)CC1,3,1,5,-6,0.2,1,-1,2,3,2
COc1ccc(S(=O)(=O)N2CCN(C(=O)C3CC(=O)N(c4ccccc4F)C3)CC2)cc1OC (stereo not given),-1,-3,-2,2,2.5,2,4,0,2,-2
CCN(CC)S(=O)(=O)c1ccc(C)c(NC(=O)COC(=O)CNC(=O)c2ccc(C(C)(C)C)cc2)c1,-10,-8,-2,-2,-0.2,0,-8,-8,1,-6
CC(C)(C)c1ccc(-n2ncc3c2CCCC3NC(=O)CCN2CCCO2)cc1 (stereo not given),6,2,1,-6,-0.2,0,-3,0,1,5
Cc1cc2c3nonc3ccc2n1-c1ccccc1,-13,0,2,0,1.2,0,-3,-1,-1,1
Cc1ccc(CCNC(=O)c2ccc(CS(=O)(=O)Cc3ccc(F)cc3)o2)cc1,5,0,-3,-5,-0.3,-2,-2,6,2,5
CCOc1ccc(C2N(c3ccc(Cl)cc3)C(=O)C3CCCN32)cc1OC (stereo not given),-8,-9,3,9,-0.7,6,-2,8,-1,9

# Screening results (PubChem)
